Bioassay records as filed in PubChem BioAssay.
RMI FANCM FP: inhibitors of human RMI core complex binding to FANCM MM2; 70,000 tested, 0.58% active; AID 1159607; Fluorescence polarization, RMI core complex with F-MM2 peptide; hits give low values; FP signal (polarization) at 33 µM; in the data active = FP signal below about 40; note: inactives centre near 61; strong numbers were not always called active; unit not given here
* hit, by the source's call; & = joins results of further samples. The list is partial; the hit share may differ from the screen's.

SMILES	RMI FANCM FP
O=C(Cn1cnc2c(sc3cccc(Cl)c32)c1=O)Nc1ccccc1C(F)(F)F	94
CC(=O)C(=Cc1ccc(-c2cc(Cl)ccc2Cl)o1)C(C)=O	62
COC(=O)Nc1nc(CC(=O)NCCc2ccc(S(N)(=O)=O)cc2)cs1	63
Cc1onc(-c2ccccc2)c1CNC(=O)C1COc2ccccc2O1 (configuration not stated)	55
CC(C)NC[C@@H](O)COc1ccc(CC(N)=O)cc1	55&72
c1ccc2c(c1)ncn2CN1CCOCC1	51
CC(C)(C)C(=O)OCc1noc(-c2ccccc2)n1	62
O=C(Nc1ccc(OC(F)(F)F)cc1)c1n[nH]c2ccccc12	54
Cc1cc(NC(=O)C23CC4CC(CC(C4)C2)C3)n(-c2nc3c(cnn3-c3ccc(C)c(C)c3)c(=O)[nH]2)n1	65
CN(C)S(=O)(=O)c1ccc(C(=O)NCCN2CCN(c3ccccc3F)CC2)cc1	66
COc1cccc2cc(-c3cc(=O)oc4ccc(OC(=O)c5cccs5)cc34)oc12	55
Cc1cc(C(=O)NCCn2ncc3c(N4CCCCCC4)ncnc32)no1	63
O=C1c2ccccc2C2NCCCN12 (configuration not stated)	51
Cc1c(Cl)cccc1NS(=O)(=O)c1c(C)n(C)c(=O)n(C)c1=O	62
C=CCn1c(SCC(=O)Nc2cc(C)on2)nc2sc3c(c2c1=O)CCC3	56
Cn1c(CSCc2nc(-c3ccc(Cl)cc3)cs2)n[nH]c1=S	57
O=C(Cc1cccs1)Nc1onc2c1CCCC2	56
Cc1cc(-n2ccnc(SCC(=O)c3ccc(F)cc3)c2=O)ccc1Br	82
CC(=O)Nc1cccc(NC(=O)CSc2nc(C3CCCC3)nc3c2c(=O)n(C)c(=O)n3C)c1	86
COC(=O)c1sccc1NS(=O)(=O)c1cccc2nsnc12	39
O=C(NCCc1c[nH]c2ccccc12)C(=O)Nc1ccc(F)c([N+](=O)[O-])c1	52
CCOC(=O)COc1nc(-c2cccs2)cc(-c2ccco2)c1C#N	62
CCc1c(C(=O)OC)nn(-c2ccc(OC)cc2)c(=O)c1C#N	51
COc1ccc(OC)c(C(O)CNC(=O)CN)c1 (configuration not stated)	52&53&53
CCc1ccc(NC(=O)c2cc3ccccc3o/c2=N/NS(=O)(=O)c2ccc(F)c(Cl)c2)cc1	62
O=c1[nH]cnc2c(-c3cccc(F)c3)csc12	58
CC(=O)Nc1ccc(NC(=O)CSc2ncnc3c2nnn3-c2ccc(C)cc2)cc1	106
COc1cccc(C2C(C(=O)Nc3ccccn3)=C(C)Nc3nnnn32)c1OC (configuration not stated)	61
CCOc1ccc(S(=O)(=O)N(C)C)c2ccccc12	54
CC(=O)N(C)c1ccc(OCC(O)COc2ccc(N(C)C(C)=O)cc2)cc1	60
CC(C)CSc1oc(-c2ccco2)nc1S(=O)(=O)c1ccccc1	64
CC(=O)N1CCC(C(=O)Nc2ccc3nc(C)ccc3c2)CC1	51
O=C(NCCNC(=O)C(c1ccccc1)c1ccccc1)c1ccc(NC(=O)C2CC2)cc1	87
CCOc1ccc(-c2cc(=O)n(CC(=O)Nc3ncccc3C)cn2)cc1	66
COC(=O)Nc1ccc2c(c1)N(C(=O)C(C)C)CCC2	80
COc1ccc(-c2nc(N)nc(C(F)(F)F)c2-c2cscn2)c(O)c1	57
CCOc1ccccc1C(=O)Nc1ccc(-c2nc3cccnc3s2)cc1	94
Nc1n[nH]c2cc(=O)[nH]c(O)c12	53
COC(=O)c1ccc2c(=O)n(CC(=O)NC3CCN(Cc4ccccc4)CC3)c(=S)[nH]c2c1	63
O=C1C(=Cc2ccc(-c3ccc(C(F)(F)F)cc3[N+](=O)[O-])o2)C(=O)c2ccccc21	59
CN(NS(=O)(=O)CS(C)(=O)=O)c1ncccc1[N+](=O)[O-]	57
CC(=O)c1ccc2c3c([nH]c2c1)CCCC3	40
Cc1nnc(SCC2=C(C(=O)O)N3C(=O)[C@@H](NC(=O)Cn4cnnn4)[C@H]3SC2)s1	53&69&58
COc1ccc(S(=O)(=O)N2CCC3(CC2)NC(=O)N(Cc2ccccc2)C3=O)cc1C	56
O=C(Oc1ccc2c3c(c(=O)oc2c1)CCCC3)c1ccccc1Br	63
Cc1ccc(N2CC(NC(=O)NCCCn3ccnc3)CC2=O)cc1C (configuration not stated)	57
CCN(Cc1ccccc1)S(=O)(=O)c1ccc(F)c(C(=O)Nc2ccccc2Cl)c1	58
CCOc1cccc(C(=O)c2ccc(O)c(O)c2O)c1	39
CC(=O)Oc1ccc2c(=O)c(Oc3ccc(Cl)cc3)c(C(F)(F)F)oc2c1	46
O=C(N1CCCCCC1)N1CCN(c2ccccc2F)CC1	63
The results go on.
SMILES	RMI FANCM FP
CCOC(=O)c1cc(C(=O)N/N=C\c2ccco2)c(C)nc1C	61
Cc1cccc(Cn2cnc3c(cnn3CCNC(=O)c3ccccc3Cl)c2=O)c1	70
CC1(C)CC2(CCCCC2)C(=O)O1	62
COc1ccc(-c2nc(Cn3c(=O)n(CC4CCCO4)c(=O)c4ccccc43)c(C)o2)cc1OC (configuration not stated)	57
CCOC(=O)N1CCN(C(=O)CN2C(=O)/C(=C\c3cccs3)SC2=S)CC1	59
CCc1ccc2ncc(C#N)c(Nc3ccc(OC)c(Cl)c3)c2c1	67
COc1ccc(S(=O)(=O)NCC(c2cccn2C)N2CCCC2)cc1OC (configuration not stated)	64
N=C(N)SCc1nc(-c2ccc(Cl)cc2)no1	57
CCS(=O)(=O)N1CCCc2cc(NS(=O)(=O)c3cccc(C)c3)ccc21	66
O=C(NCC1CCN(Cc2cccs2)CC1)c1ccc(F)c(F)c1	71

4 of the compounds above, as labelled records.
COc1ccc(S(=O)(=O)NCC(c2cccn2C)N2CCCC2)cc1OC (configuration not stated)
  RMI FANCM FP: 64

N=C(N)SCc1nc(-c2ccc(Cl)cc2)no1
  RMI FANCM FP: 57

CCS(=O)(=O)N1CCCc2cc(NS(=O)(=O)c3cccc(C)c3)ccc21
  RMI FANCM FP: 66

O=C(NCC1CCN(Cc2cccs2)CC1)c1ccc(F)c(F)c1
  RMI FANCM FP: 71

Next part
SMILES	RMI FANCM FP
O=C(Cc1csc(Nc2cccc(Cl)c2)n1)NC1CC1	62
CS(=O)(=O)N1CCC(C(=O)N(Cc2cccnc2)c2nc3c(F)cccc3s2)CC1	65
CN(CC(=O)O)C(=O)NC12CC3CC(C1)CC(c1ccccc1)(C3)C2	56
CCS(=O)(=O)c1cccc(C(=O)Nc2ccc([N+](=O)[O-])cc2OC)c1	57
CC(C)c1ccc(Cc2nnc(N3CCOCC3)[nH]c2=O)cc1	55
Cc1ccc(NC(=O)c2c(NC(=O)C(C)C)sc3ccccc3c2=O)cc1	67
CSCCC1NC(=O)NC1=O (configuration not stated)	53
Cc1ccc(/C=C/C(=O)O)cc1S(=O)(=O)Nc1ccccc1C(=O)O	60
CC(=O)OCC1OC(Oc2ccc(C(=O)Cc3cscn3)c(O)c2)C(OC(C)=O)C(OC(C)=O)C1OC(C)=O (configuration not stated)	70
CCN(CC)C(=S)Oc1c(Cl)cccc1Cl	57
OCCNc1nc(Nc2ccccc2)c2nccnc2n1	60
CCOc1ccccc1Oc1cn[nH]c1-c1ccc(OCC=C(C)C)cc1O	56
CCOC(=O)c1c(SC)nc2ccc(Cl)cc2c1N1CCOCC1	60
O=S(=O)(/C=C/c1ccccc1)N1CCN(c2ccc(-c3cccnc3)nn2)CC1	70
C=C1CC[C@H](O)C/C1=C/C=C1\CCC[C@]2(C)[C@@H]([C@H](C)/C=C/[C@H](C)C(C)C)CC[C@@H]12	86
NC(=O)c1ccccc1NC(=O)/C=C/c1c(Cl)cccc1Cl	66
NC(=S)c1ccc([N+](=O)[O-])s1	58
COC(=O)c1sccc1S(=O)(=O)N(CC(=O)Nc1cccc(C)c1)c1ccc(C)c(C)c1	69
O=C(CCN1CCOCC1)N1N=C(c2ccc(Cl)cc2)CC1c1ccco1 (configuration not stated)	59
O=C(NCc1cccs1)c1nnn(-c2ccccc2)c1CSc1ncccn1	65

2 entries from above, with values ahead of the structure.
RMI FANCM FP	Structure
58	NC(=S)c1ccc([N+](=O)[O-])s1
60	CCOC(=O)c1c(SC)nc2ccc(Cl)cc2c1N1CCOCC1

Next section
SMILES	RMI FANCM FP
COc1cccc(CNC(=O)Cn2cnc3c(-c4ccccc4)csc3c2=O)c1	82
CC(C)Sc1nc(N2CCCC2)c2cnn(CCNC(=O)c3ccc(F)c(F)c3)c2n1	54
NNC(=O)c1cc(Br)c[nH]1	64
CC(=O)N1CCc2c(sc3nc(SCc4cccc([N+](=O)[O-])c4)n(Cc4ccco4)c(=O)c23)C1	75
Cc1ccc(NC(=O)CCc2ccccc2)c(C(=O)c2ccccc2)c1	53
CCOc1ccc(-n2nnc3c(=O)n(Cc4nc(-c5cccc(C)c5)no4)cnc32)cc1	164
Cc1ccc(Cl)cc1-n1ncc2c1ncn1c(-c3cccs3)nnc21	72
CCOCCn1c(N2CCN(Cc3ccc(Cl)cc3Cl)CC2)nc2c1c(=O)[nH]c(=O)n2C	55
CCn1nc(C(=O)N(CC2CCCO2)c2nc3ccc(C)cc3s2)cc1C (configuration not stated)	65
O=C(Nc1nnc(-c2cc3ccccc3o2)o1)c1ccc([N+](=O)[O-])s1	52
COCCn1c(SCc2nc(-c3ccc(Br)cc3)no2)nc2ccsc2c1=O	99
Nc1ccc2c(c1)N(C(=O)C1CCCC1)CC2	72
Nc1ncnc2c1ncn2C1CCCC1	63
O=C(O)c1ccc(-n2c(=S)[nH]c3cc(Cl)ccc3c2=O)cc1	61
O=C(O)C1Cc2[nH]cnc2C(c2ccccc2)N1 (configuration not stated)	60
Clc1ccc(-c2nnnn2-c2ccc(Cl)cc2)cc1	52
CC(C)NC(=O)c1ccc2c(=O)n(-c3ccc(F)cc3)c(SCC(=O)c3ccccc3)nc2c1	117
COc1ccc2cc(CCNC(=O)c3cccc(Br)c3)c(=O)[nH]c2c1	63
O=C(COc1ccccc1F)N1CCN(c2ncnc3c2nnn3-c2ccccc2)CC1	54
O=[N+]([O-])c1cccnc1NCCc1ccccn1	59
COC(=O)c1ccc(CN(C(=O)N2CCN(C)CC2)S(=O)(=O)c2ccc(C)cc2)cc1	54
COCCN1CCC(CNC(=O)c2c(F)cccc2Cl)CC1	70
CN(C)C(CNC(=O)c1ccc2c(c1)OCO2)c1ccc(F)cc1 (configuration not stated)	52
O=C(NCC(=O)N1CCOC(c2ccccc2)C1)C(=O)Nc1ccc(F)c(Cl)c1 (configuration not stated)	78
Cc1c(-c2cnc(NC(=O)c3ccccc3)s2)sc2ccc(Cl)cc12	65
Cc1ccc(Cn2cnc3c(cnn3CCNC(=O)c3c(F)cccc3F)c2=O)cc1	66
CCOCC(=O)Nc1ccc2c(c1)CCC(=O)N2C	65
Cc1c(C(=O)NCC(c2ccc(F)cc2)N(C)C)cccc1[N+](=O)[O-] (configuration not stated)	51
C(=NC1CC1)c1ccc(-c2ccccc2)cc1	55
CC1(C)CC(NC(=O)C23CCC(C)(C2Br)C3(C)C)CC(C)(C)N1 (configuration not stated)	61
COC(=O)c1ccc(NC(=O)CSc2nnc(-c3ccc(=O)n(C)c3)n2C)cc1	62
COc1ccc(CCNC(=O)/C=C/c2ccc(Cl)cc2Cl)cc1OC	64
C/C=C(\C)c1nc2c(Br)cc(Br)cc2c(=O)o1	62
O=C(NCC(c1ccco1)N1CCc2ccccc2C1)c1cccs1 (configuration not stated)	54
Oc1c(Cl)cc(Cl)cc1/C=N\NC(=S)Nc1cc(C(F)(F)F)cc(C(F)(F)F)c1	79
O=c1[nH]nc(-c2ccccc2)c2sc(N3CCOCC3)nc12	67
O=C(Nn1cnc2c(cnn2-c2cccc(Cl)c2)c1=O)c1ccc(-c2ccccc2)cc1	69
CC(C)=CC(=O)Nc1ccc(I)cc1C	63
O=C(NCCO)NCCSc1ccc(F)cc1	54
Cc1ccc(-c2csc3nc(SCC(=O)NCc4ccco4)n(-c4ccccc4)c(=O)c23)o1	86
O=C(NCCc1ccccc1)NCC(c1ccsc1)N1CCOCC1 (configuration not stated)	64
Cc1ccc(N=Cc2sc(=S)n(C3CCCC3)c2O)c(C)c1	-52
Cn1c(SCc2nc(-c3ccccc3Cl)no2)nc2ccsc2c1=O	67
CCOc1ccc(C(=O)NCCSc2ncc(-c3ccccc3)[nH]2)cc1OCC	55
Cc1ccc(-c2cc(CNC(=O)Cc3cccs3)no2)cc1	67
CN(C)c1ccc2c3c(cccc13)C(=O)N(c1nc3ccccc3n1C)C2=O	64
CC(C)(C)c1ccc(CSc2nc(N)cc(=O)[nH]2)cc1	61
CCOc1ccc(CC(=O)N(c2ccc(C)c(Cl)c2)C2C=CS(=O)(=O)C2)cc1 (configuration not stated)	58
O=C1c2cccc3c(Cl)ccc(c23)C(=O)N1c1ccc(N=Nc2ccccc2)cc1	58
CCOC(=O)C(=CNCCNc1ncccc1C(F)(F)F)C(=O)OCC	61

Compounds from the list above that have a nitro group on carbon:
SMILES	RMI FANCM FP
O=C(NCCc1c[nH]c2ccccc12)C(=O)Nc1ccc(F)c([N+](=O)[O-])c1	52
O=C1C(=Cc2ccc(-c3ccc(C(F)(F)F)cc3[N+](=O)[O-])o2)C(=O)c2ccccc21	59
CN(NS(=O)(=O)CS(C)(=O)=O)c1ncccc1[N+](=O)[O-]	57
CCS(=O)(=O)c1cccc(C(=O)Nc2ccc([N+](=O)[O-])cc2OC)c1	57
NC(=S)c1ccc([N+](=O)[O-])s1	58
CC(=O)N1CCc2c(sc3nc(SCc4cccc([N+](=O)[O-])c4)n(Cc4ccco4)c(=O)c23)C1	75
O=C(Nc1nnc(-c2cc3ccccc3o2)o1)c1ccc([N+](=O)[O-])s1	52
O=[N+]([O-])c1cccnc1NCCc1ccccn1	59
Cc1c(C(=O)NCC(c2ccc(F)cc2)N(C)C)cccc1[N+](=O)[O-] (configuration not stated)	51

Next section:
SMILES	RMI FANCM FP
COc1ccc(CCNC(=O)c2ccccc2)cc1OC	56
c1ccc(COC(CNC2CCCCC2)CNC2CCCCC2)cc1	83
CC(C)(C)OC(=O)N1CCCN(C(=O)Nc2cc(Cl)cc(Cl)c2)CC1	49
CCn1nc(C)c(Br)c1C(=O)NNC(=O)c1ncc(C(F)(F)F)cc1Cl	53
Nc1ncnc(NNC(=O)CNC(=O)c2ccc(S(=O)(=O)N3CCCCC3)cc2)c1[N+](=O)[O-]	60
COc1cccc(Cc2nnc(-c3ccc4nsnc4c3)o2)c1	61
O=C(Nc1ccc(C23CC4CC(CC(C4)C2)C3)cc1)C(F)(F)F	82
